SNCA expr inhib: reduces expression of the alpha-synuclein gene. HEK-293 SNCA-luciferase knock-in, luminescence, 24 h. Potency, µM (titrated, usually from 57.2 µM), for the others: top-dose activity change, negative = inhibition, usual class: inhibitors. hit rate 0.17% among 140,000. AID 1671194;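 further: potency means the concentration at half of the fitted maximal effect; plate controls were DMSO cells for no effect and cell-free wells for full effect; nearly all actives have a fitted effect of over 45% in size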
SNCA viab count: counter-screen for SNCA expression inhibitors: cell viability; Potency, µM (highest dose often 57.1 µM), without a hit: at the highest dose activity change, negative = cytotoxicity, hits mostly cytotoxic; hit rate 0.12% among 150,000; AID 1671193; HEK-293-SNCA-luc viability, GF-AFC fluorescence, 24 h;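 further: potency means the concentration at half of the fitted maximal effect; 0% = DMSO-treated cells and -100% = medium-only wells without cells; nearly all actives have a fitted effect of over 30% in size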
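Cytotoxicity counterscreen: after 24 h compound treatment of genome-edited SNCA-luciferase HEK-293 cells, live-cell protease substrate GF-AFC read by fluorescence after 30 min; activity scaled between DMSO (0%) and medium-only (-100%), curves Hill-fitted.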
FLuc inh: inhibitors of firefly (Photinus pyralis) luciferase; hit rate 2.5% among 76,000; Potency, µM (doses to about 115 µM), for inactives: top-dose activity change, negative = inhibition, usual class: inhibitors; purified P. pyralis luciferase, luminescence, biochemical; further: potency means the concentration at half of the fitted maximal effect; nearly all actives have a fitted effect of over 65% in size
Target sequence (P08659 whole entry, looked up): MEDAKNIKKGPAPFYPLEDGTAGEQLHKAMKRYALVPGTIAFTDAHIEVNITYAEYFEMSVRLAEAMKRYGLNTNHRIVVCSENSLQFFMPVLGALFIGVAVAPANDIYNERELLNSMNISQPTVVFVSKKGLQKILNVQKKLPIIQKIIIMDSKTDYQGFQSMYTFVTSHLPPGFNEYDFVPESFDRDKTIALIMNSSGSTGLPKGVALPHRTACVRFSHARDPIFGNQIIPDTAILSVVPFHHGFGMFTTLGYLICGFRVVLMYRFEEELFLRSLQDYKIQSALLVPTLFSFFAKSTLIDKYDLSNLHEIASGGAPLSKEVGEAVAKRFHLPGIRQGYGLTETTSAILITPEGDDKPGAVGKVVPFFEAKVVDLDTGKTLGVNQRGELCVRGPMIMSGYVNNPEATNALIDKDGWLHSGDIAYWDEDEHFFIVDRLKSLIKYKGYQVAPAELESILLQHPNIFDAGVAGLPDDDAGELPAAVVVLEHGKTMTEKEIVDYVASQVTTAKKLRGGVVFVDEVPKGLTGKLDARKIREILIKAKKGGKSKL
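Purified 10nM P. pyralis luciferase with 10uM D-luciferin and 10uM ATP in 50mM Tris acetate pH 7.5, 10mM Mg acetate, 0.01% Tween-20, 0.05% BSA. qHTS titration; luminescence read by CCD imager.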
GPT2 inhibitor: blocks human glutamate pyruvate transaminase 2. Recombinant GPT2, coupled pyruvate oxidase/HRP Amplex Red fluorescence. hit rate 0.25% among 100,000. Q8TD30. Potency, µM (top dose mostly 57.7 µM), for inactives: top-dose activity change, negative = inhibition, usual class: inhibitors. AID 1671188; further: potency means the concentration at half of the fitted maximal effect; nearly all actives have a fitted effect of over 60% in size; many of its hits are not listed in these tables
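Recombinant GPT2 (10ng/uL) with 250uM a-KG and 2mM L-alanine, 30 min at room temperature, in HEPES pH 7.5 buffer. Pyruvate detected by pyruvate oxidase/HRP/Amplex Red fluorescence after 30 min in the dark; AOA (50uM) as positive control.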
3T3 cytotox: NIH 3T3 cell cytotoxicity. NIH 3T3 viability, CellTiter-Glo ATP luminescence, 48-72 h. Potency, µM (titrated, usually from 96.7 µM), inactives show at the top dose activity change, negative = cytotoxicity, usual class: inhibitors. hit rate 4.3% among 94,000; further: potency means the concentration at half of the fitted maximal effect; nearly all actives have a fitted effect of over 55% in size
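Cells were seeded at 400 per well, treated with pin-transferred compound, and kept 48 or 72 hr at 37 °C before CellTiter-Glo addition and luminescence imaging of cellular ATP.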
IP6K1 inh: inhibitors of human IP6K1; Q92551; IP6K1 kinase, ADP-Glo luminescence, 2 h; active compounds read low; activity change, % (series mostly up to about 58 µM); hit rate 0.81% among 140,000; AID 1645851; in the data active means activity change below about -25%
Target sequence (Q92551 whole entry, looked up): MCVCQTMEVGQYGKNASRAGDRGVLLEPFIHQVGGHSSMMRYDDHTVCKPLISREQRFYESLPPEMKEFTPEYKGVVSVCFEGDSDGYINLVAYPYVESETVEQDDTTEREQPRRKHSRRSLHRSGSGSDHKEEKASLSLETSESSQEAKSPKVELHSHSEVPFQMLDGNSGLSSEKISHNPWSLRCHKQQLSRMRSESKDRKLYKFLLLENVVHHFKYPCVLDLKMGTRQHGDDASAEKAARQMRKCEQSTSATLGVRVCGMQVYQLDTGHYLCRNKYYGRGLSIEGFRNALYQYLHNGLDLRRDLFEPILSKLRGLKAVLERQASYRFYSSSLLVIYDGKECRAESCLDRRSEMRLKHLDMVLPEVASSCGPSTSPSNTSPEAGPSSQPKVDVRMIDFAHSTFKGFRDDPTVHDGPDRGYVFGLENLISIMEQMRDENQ
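ADP-Glo luminescence measures ADP made by human IP6K1 during a 2 h RT reaction with ATP/IP6 (mix at 1.3 mM/130 uM); top library doses 57.5 and 19.1 uM final.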
HEK293 tox: kills HEK 293 cells. HEK 293 viability, ATP luminescence (CellTiter-Glo), 48-72 h. Potency, µM (doses to about 115 µM), without a hit: at the top dose activity change, negative = cytotoxicity, hits mostly inhibitors. hit rate 6.6% among 94,000. AID 1345083; further: potency means the concentration at half of the fitted maximal effect; nearly all actives have a fitted effect of over 60% in size
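Viability of HEK 293 cells, plated at 250 cells/well, was judged by cellular ATP after compound treatment for 48 or 72 hr. Luminescence was imaged 10 min after CellTiter-Glo addition at room temperature.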
* = called active by the depositor; [ ] = another dose, or the depositor's remark. Unless noted, the call rests on the fitted dose curve; in most records, active means well fitted curve in the direction sought with a large enough effect; inconclusive means small, poorly fitted or top-dose-only effect, or another doubt; inactive means no such curve, though single readings can be large; an effect the other way counts as inactive or inconclusive. Unless noted, on the % scale 0 is the no-effect control and ±100 the full control effect.

Screening Cn1ccnc1CNC(=O)C[C@@H]1C[C@H]2O[C@H](CNCc3ccccc3OC(F)(F)F)[C@@H](O)[C@H]2O1 returned SNCA expr inhib -5.8%, SNCA viab count -2.5%, FLuc inh 1.9%, GPT2 inhibitor inactive, 3T3 cytotox -0.9%, IP6K1 inh -1.7 and HEK293 tox inactive.
C[C@@]12CO[C@H](c3ccccc3)C[C@@H]1C[C@@H](N1CCN(CC3CC3)CC1)C2 was read as 3T3 cytotox -28.6%, IP6K1 inh -15.5 and HEK293 tox inconclusive.
Screening Fc1ccc(-n2cc(-c3ccccc3)c3c(NCCc4ccccc4)ncnc32)cc1 returned SNCA expr inhib -14.4%, SNCA viab count -4.0% and IP6K1 inh 0.0.
For CC(C)(C)OC(=O)N1CCC(c2c(C(=O)Nc3ccc4c(c3)OCCO4)cnn2-c2ccccc2)CC1 the results were SNCA expr inhib inconclusive, SNCA viab count inconclusive and IP6K1 inh 3.0.
For COc1ccc(C2=NC(c3ccccc3)=Nc3ccc(C)cc3N2)cc1 the results were SNCA expr inhib 59.3%[activator], SNCA viab count -12.9% and IP6K1 inh -10.2.
Screening CCOc1ccc(C(=O)Nc2ccc(C(=O)OCc3cc(=O)n4c(C)csc4n3)cc2)cc1 returned SNCA expr inhib -27.2%, SNCA viab count -14.3% and IP6K1 inh -1.4.
For COc1cccc(C(=O)NCC(c2ccc(N(C)C)cc2)N2CCOCC2)c1OC (stereo unspecified) the results were SNCA expr inhib -2.3%, SNCA viab count 14.9% and IP6K1 inh -0.1.
Screening COc1cc(OC)c(NC(=O)CCCn2nc(C)c3c(C)n(-c4ccccc4)nc3c2=O)cc1Cl returned SNCA expr inhib 6.2%, SNCA viab count 9.9% and IP6K1 inh -4.2.
For O=C1c2cnc(-c3ccsc3)nc2OCCN1CC1CC1 the results were SNCA expr inhib -17.4%[87.6 µM], SNCA viab count 1.4%[87.6 µM], FLuc inh inconclusive, GPT2 inhibitor inconclusive, 3T3 cytotox -16.7%[138 µM], IP6K1 inh -8.3 and HEK293 tox inconclusive.
`Cc1ccc(NC(=O)C2CCCN(c3ccnc4ccnn34)C2)cc1` (stereo unspecified) gave SNCA expr inhib -3.1%, SNCA viab count -17.5%, GPT2 inhibitor -17.9%, 3T3 cytotox inconclusive, IP6K1 inh 22.1 and HEK293 tox 35.5µM*.
`Cc1ccc([N+](=O)[O-])cc1S(=O)(=O)N1CCn2cccc2C1c1ccccc1F` (stereo unspecified) gave SNCA expr inhib 22.1%, SNCA viab count -1.9% and IP6K1 inh -26.3*.
Screening COc1cccc(CN2CCCC(Nc3cc(N)ncn3)C2)c1 (stereo unspecified) returned SNCA expr inhib 1.4%, SNCA viab count 10.2%, FLuc inh -0.2%, GPT2 inhibitor 1.8%, 3T3 cytotox -15.8%, IP6K1 inh 7.2 and HEK293 tox -0.2%.

Not a retest: two of the compounds above.
`Cc1ccc([N+](=O)[O-])cc1S(=O)(=O)N1CCn2cccc2C1c1ccccc1F` (stereo unspecified) gave SNCA expr inhib 22.1%, SNCA viab count -1.9% and IP6K1 inh -26.3*.
Screening COc1cccc(CN2CCCC(Nc3cc(N)ncn3)C2)c1 (stereo unspecified) returned SNCA expr inhib 1.4%, SNCA viab count 10.2%, FLuc inh -0.2%, GPT2 inhibitor 1.8%, 3T3 cytotox -15.8%, IP6K1 inh 7.2 and HEK293 tox -0.2%.

The results go on:
For Cc1cccc(-n2nc(CC(N)=O)nc2Cn2cc(C)c(=O)[nH]c2=O)c1C the results were SNCA expr inhib 9.8%, SNCA viab count 1.3%, FLuc inh 0.6%, GPT2 inhibitor -7.6%, 3T3 cytotox -6.1%, IP6K1 inh 7.7 and HEK293 tox -0.1%.
Screening CC(C)c1ccc(NS(=O)(=O)c2ccc3[nH]cc(C(=O)NC4CCCCC4)c(=O)c3c2)cc1 returned SNCA expr inhib inconclusive, SNCA viab count -14.4% and IP6K1 inh 49.5.
O=C([C@@H]1C[C@H](F)CN1C(=O)c1cccc(OC(F)(F)F)c1)N1CCOCC1 was read as SNCA expr inhib 41.4%[activator], SNCA viab count 2.2%, FLuc inh -0.7%, GPT2 inhibitor inactive, 3T3 cytotox 4.1%, IP6K1 inh 5.4 and HEK293 tox -1.6%.
For O=C(Cc1cccc(Cl)c1)N1CCN(c2ccc3nnc(-c4ccccc4)n3n2)CC1 the results were 3T3 cytotox inconclusive, IP6K1 inh 4.5 and HEK293 tox 44.7µM*.
`CCC(=O)N1CCc2cc(Br)cc(S(=O)(=O)NCCc3cccc(C)c3)c21` gave SNCA expr inhib inconclusive, SNCA viab count 11.8% and IP6K1 inh -10.0.
`CCc1cc(CN2C[C@H](NC(=O)c3ncn[nH]3)C[C@H]2C(=O)NC(C)C)on1` gave SNCA expr inhib -19.8%, SNCA viab count 3.5%, FLuc inh -6.6%, GPT2 inhibitor inactive, 3T3 cytotox inactive, IP6K1 inh 0.0 and HEK293 tox 3.3%.
`Cc1ccc(Cn2nnc3sc4c(c3c2=O)CCC(C)C4)cc1` (stereo unspecified) gave SNCA expr inhib -1.0%, SNCA viab count -3.4% and IP6K1 inh 1.3.
For COc1ccc(Nc2oc(/C=C/c3ccc(F)cc3)nc2C#N)cc1 the results were SNCA expr inhib 48.8%[activator], SNCA viab count 3.8% and IP6K1 inh 33.6.
`COC(=O)c1ccc(NC(=O)CC2C(=O)N(c3ccccc3)C(=O)N2C2CCCC2)cc1` (stereo unspecified) gave SNCA expr inhib 18.6%, SNCA viab count -3.6% and IP6K1 inh 13.4.
Cc1cc(C)cc(NC(=O)C2CCN(S(=O)(=O)c3c(C)noc3/C=C/c3ccco3)CC2)c1 was read as SNCA expr inhib -8.1%, SNCA viab count -12.1% and IP6K1 inh 54.5.
`O=C1N(C2CCCCC2)C[C@H]2CN(S(=O)(=O)c3ccc(F)cc3)CCN12` gave SNCA expr inhib -4.6%[87.6 µM], SNCA viab count 3.3%[87.6 µM], FLuc inh -10.6%[172 µM], GPT2 inhibitor 1.0%[88.5 µM], 3T3 cytotox 35.5µM*, IP6K1 inh 5.0 and HEK293 tox inconclusive.
`COc1ccc(NC(=O)N(CCC(C)C)C(C)c2cccs2)c(OC)c1` (stereo unspecified) gave SNCA expr inhib -8.1%, SNCA viab count -9.8% and IP6K1 inh -4.3.
For O=C(NCC1CCOCC1)c1ccc(F)cc1 the results were SNCA expr inhib 1.5%, SNCA viab count 0.8%, FLuc inh 6.7%, GPT2 inhibitor inactive, 3T3 cytotox -4.2%, IP6K1 inh -5.8 and HEK293 tox -0.4%.
`O=C(NC1C[C@H]2CC[C@@H](C1)N2C(=O)C1CCCCC1)c1ccc(F)cc1` (stereo partly specified) gave SNCA expr inhib 6.4%, SNCA viab count inconclusive, GPT2 inhibitor inactive, 3T3 cytotox -34.0%, IP6K1 inh 2.5 and HEK293 tox 3.1%.
O=S(=O)(N=Cc1c(O)ccc2ccccc12)c1cccs1 was read as SNCA expr inhib 13.1%, SNCA viab count -18.5% and GPT2 inhibitor inconclusive.
Screening Cc1ncc(C(=O)N2CCCC(c3cccc(C(=O)O)c3)C2)c(=O)[nH]1 (stereo unspecified) returned SNCA expr inhib 7.7%, SNCA viab count 10.2%, FLuc inh 9.7%, GPT2 inhibitor -0.5%, 3T3 cytotox -7.8%, IP6K1 inh 17.5 and HEK293 tox -4.6%.
O=C(NCCCc1ccccc1)c1cc(-c2ccsc2)c2nncn2n1 was read as SNCA expr inhib -4.2%, SNCA viab count -0.6%, GPT2 inhibitor -5.3%, 3T3 cytotox -37.5%, IP6K1 inh 22.3 and HEK293 tox inconclusive.
Screening CCCOc1ccc(C(=O)N(Cc2cccs2)c2ccc(C)cc2)cc1 returned SNCA expr inhib -3.8%, SNCA viab count 6.6% and IP6K1 inh 8.0.
Screening CCS(=O)(=O)N1CC(=O)N(c2cc(Cl)ccc2C)C(C)(C(=O)NC2CCCCCC2)C1 (stereo unspecified) returned SNCA expr inhib -4.8%, SNCA viab count -4.0% and IP6K1 inh -1.7.
Screening O=C(NCCN1CCOCC1)c1c(OCC2CC2)cc(=O)n2c1CCOCC2 returned SNCA expr inhib 12.6%, SNCA viab count 1.0%, FLuc inh 2.2%, GPT2 inhibitor inactive, 3T3 cytotox inactive, IP6K1 inh -9.8 and HEK293 tox inactive.
Screening COc1ccc(S(=O)(=O)c2c(O)c3ccc(C(=O)Nc4ccccc4)cc3[nH]c2=O)cc1 returned SNCA expr inhib 31.6%[activator], SNCA viab count 4.4% and IP6K1 inh 30.5.
COc1ccccc1CNC(=O)CC1N=C2c3ccccc3N=C(SCC(=O)Nc3ccc(F)cc3)N2C1=O (stereo unspecified) was read as SNCA expr inhib -5.6%, SNCA viab count inconclusive and IP6K1 inh 16.9.
Screening Cc1cccc(C)c1N1C(C(=O)OCc2ccccc2)=C(O)c2ccccc2[S+]1(=O)[O-] returned 3T3 cytotox inconclusive, IP6K1 inh 7.5 and HEK293 tox inconclusive.
For CCOc1cc(=O)n2c(c1C(=O)NCc1ccccc1)CCCCC2 the results were SNCA expr inhib 0.2%, SNCA viab count 3.9%, FLuc inh 8.1%, GPT2 inhibitor inactive, 3T3 cytotox inactive, IP6K1 inh -10.3 and HEK293 tox 0.8%.
CCOC(=O)C1CCCN(C(=O)c2cc3c(=O)[nH]c4ccc(C)cc4c3s2)C1 (stereo unspecified) was read as SNCA expr inhib 0.5%, SNCA viab count -7.5% and IP6K1 inh 11.9.
`CCN1c2cc(C(=O)NCc3ccccc3F)ccc2C(=O)N2CCCCCC21` (stereo unspecified) gave SNCA expr inhib inconclusive, SNCA viab count 9.3%[12.5 µM], FLuc inh -7.0%, GPT2 inhibitor -6.1%, 3T3 cytotox inconclusive, IP6K1 inh -8.6 and HEK293 tox inconclusive.
`Cc1ccc(CCNS(=O)(=O)c2cc(-c3cc(C)no3)ccc2C)cc1` gave SNCA expr inhib -27.8%, SNCA viab count 0.8% and IP6K1 inh 1.4.
For Cc1nn(-c2ccccc2)c(C)c1[C@@H]1C=C[C@@H](NC(=O)CCCC(=O)O)C1 the results were SNCA expr inhib 6.8%[87.6 µM], SNCA viab count -9.4%[87.6 µM], FLuc inh -9.1%[172 µM], GPT2 inhibitor inactive, 3T3 cytotox inactive, IP6K1 inh -0.5 and HEK293 tox inactive.
For CC(=O)N1c2ccc(S(=O)(=O)N3CCCCCC3)cc2CC1C(=O)NCc1ccccc1 (stereo unspecified) the results were SNCA expr inhib 25.2%, SNCA viab count 0.7% and IP6K1 inh -15.5.
`Cc1ccc(-c2nnc3ccc(-c4ccoc4)nn23)nc1` gave SNCA expr inhib 3.7%[87.6 µM], SNCA viab count inconclusive, FLuc inh 9.6%[230 µM], GPT2 inhibitor inconclusive, 3T3 cytotox 100µM*, IP6K1 inh -36.1* and HEK293 tox inconclusive.
For CC1(C(=O)NCc2cc(F)ccc2F)CCCCC(=O)N1 (stereo unspecified) the results were SNCA expr inhib -17.6%, SNCA viab count 2.5%, FLuc inh -21.0%, GPT2 inhibitor inactive, 3T3 cytotox inactive, IP6K1 inh 27.0 and HEK293 tox 12.3%.

Compound activity as filed in PubChem BioAssay.

An excerpt; rates above refer to the full screens.
